Compound activity deposited in PubChem BioAssay by The Scripps Research Institute Molecular Screening Center.
CHRM5 agonist: CHRM5 agonism in calcium assay | P08912 | CHO-K1 hM5 cells, Fluo-8 calcium fluorescence; 0% DMSO wells, 100% maximal acetylcholine response | 360,000 tested, 0.19% active | activation, % at 3 µM;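 active = activation above the run's mean over test compounds plus 3 SD, cut at about 23% in these data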;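 also: signal is peak over basal fluorescence ratio across the kinetic read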
Target sequence (P08912 whole entry, looked up): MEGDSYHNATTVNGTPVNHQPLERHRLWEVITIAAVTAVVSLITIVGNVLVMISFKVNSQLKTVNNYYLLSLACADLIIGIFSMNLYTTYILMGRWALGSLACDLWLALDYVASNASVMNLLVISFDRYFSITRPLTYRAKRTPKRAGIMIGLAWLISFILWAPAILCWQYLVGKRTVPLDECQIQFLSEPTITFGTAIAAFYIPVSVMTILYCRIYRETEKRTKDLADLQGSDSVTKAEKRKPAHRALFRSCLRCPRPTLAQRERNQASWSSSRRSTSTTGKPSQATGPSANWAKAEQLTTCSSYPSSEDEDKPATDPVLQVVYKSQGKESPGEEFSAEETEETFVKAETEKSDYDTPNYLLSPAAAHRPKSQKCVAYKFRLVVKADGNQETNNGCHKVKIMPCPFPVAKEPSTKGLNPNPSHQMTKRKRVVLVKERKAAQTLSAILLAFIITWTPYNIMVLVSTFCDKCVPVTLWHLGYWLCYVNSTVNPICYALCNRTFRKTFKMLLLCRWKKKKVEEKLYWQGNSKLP
M5 PAM: positive allosteric modulators of human muscarinic M5 receptor. AID 624038. activation, % at 3 µM. CHO-K1 hM5, Fluo-8 calcium, ACh EC20 PAM; 0% = ACh EC20, 100% = ACh EC100. 360,000 tested, 0.3% active. P08912;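 active = activation above the run cutoff, the mean activation of all test compounds plus 3 SD, cut at about 18% in these data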
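Assay system: CHO-K1 hM5 cells. Also added: acetylcholine at EC20 concentration, added after compound. Dosing: 3 µM, single dose. Times: compound preincubation 140 s before EC20 acetylcholine addition. Signal: Fluo-8 calcium fluorescence. Measure: % activation relative to EC20 and EC100 ACh responses. Repeats: singlicate, one well per test compound.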
M1 ag: agonists of human M1 muscarinic receptor | 360,000 tested, 0.33% active | P11229 | CHO-K1 hM1, Fluo-8 calcium fluorescence, agonist mode; 0% DMSO, 100% acetylcholine EC100 | AID 588814 | activation, % at 3 µM;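 active = activation above the run's mean compound activation plus 3 SD, cut at about 16% in these data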;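 also: peak over basal fluorescence ratio within a 140 s kinetic read after compound addition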
M4 antag: blocks acetylcholine activation of human M4 receptor. P08173. 360,000 tested, 0.73% active. inhibition, % at 3 µM. CHO-hM4 cells, ACh EC80, Fluo-8 calcium fluorescence. AID 624125;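 active = inhibition above its plate's cutoff, the mean inhibition of sample wells plus 3 SD, cut at about 27% in these data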;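 also: 0% = acetylcholine EC80 with DMSO and 100% = DMSO without agonist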
CHRM5 antagonist: antagonists of human muscarinic M5 receptor (CHRM5); P08912; AID 624040; inhibition, % at 3 µM; CHO-hM5 cells, Fluo-8 calcium fluorescence, ACh EC80; 360,000 tested, 0.59% active;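 active = inhibition above a per-plate cutoff, the mean of that plate's test compounds plus 3 SD, cut at about 27% in these data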;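 also: 0% = acetylcholine EC80 with DMSO and 100% = DMSO without agonist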
CHRM4 agonist: CHRM4 agonism in calcium assay; P08173; CHO-K1 hM4/Gqi5, Fluo-8 calcium fluorescence; vehicle 0%, full acetylcholine response 100%; activation, % at 3 µM; 360,000 tested, 0.14% active;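 active = activation above the run mean over all test wells plus 3 SD, cut at about 32% in these data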;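 also: peak over basal fluorescence ratio per well then scaled between controls; 0% = DMSO wells and 100% = acetylcholine at EC100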
CHRM1 PAM: human CHRM1 positive allosteric modulation; P11229; CHO-K1 hM1, Fluo-8 calcium fluorescence, ACh EC20; 0% = ACh EC20, 100% = maximal ACh; activation, % at 3 µM; 360,000 tested, 0.088% active; AID 588819; in the data active = activation above about 19%, passing the limit was not always enough
TAAR1 agonist: human TAAR1 agonism; Q96RJ0; CHO RD-HGA16 TAAR1, Fluo-8 calcium fluorescence; vehicle wells 0%, saturating PEA agonist 100%; activation, % at 3 µM; 360,000 tested, 0.99% active; AID 624467;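 active = activation above the mean activation of all test compounds in the run plus 3 SD, cut at about 38% in these data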
Target sequence (Q96RJ0 whole entry, looked up): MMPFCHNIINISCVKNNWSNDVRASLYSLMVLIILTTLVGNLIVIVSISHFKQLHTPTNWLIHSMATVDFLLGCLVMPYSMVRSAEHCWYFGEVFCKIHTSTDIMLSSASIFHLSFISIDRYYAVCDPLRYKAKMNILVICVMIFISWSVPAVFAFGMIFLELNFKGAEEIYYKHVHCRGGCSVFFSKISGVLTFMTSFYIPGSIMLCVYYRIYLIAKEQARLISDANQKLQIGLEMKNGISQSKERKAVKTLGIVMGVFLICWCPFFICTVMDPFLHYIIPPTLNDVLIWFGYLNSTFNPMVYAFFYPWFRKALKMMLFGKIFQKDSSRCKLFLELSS
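Test system: RD-HGA16 (CHO) cells co-expressing Gα16 and hTAAR1; dosing: one-point dosing at 3 µM (nominal); timing: 17-24 h seeding, 75 min 37 °C dye, 30 min RT; signal: kinetic Fluo-8 calcium fluorescence; read-out basis: % activation relative to PEA EC100 response; controls: DMSO and PEA EC100; replicates: n 1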
CHRM1 antagonist: blocks human M1 muscarinic receptor. inhibition, % at 3 µM. P11229. 360,000 tested, 1.3% active. CHO-K1 hM1, Fluo-8 calcium fluorescence, ACh EC80 antagonist. AID 588852;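 active = percent inhibition above its own plate's cutoff, namely the mean of that plate's compound wells plus 3 SD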;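 also: peak over basal fluorescence ratio during 140 s after agonist addition; 0% = ACh EC80 plus DMSO and 100% = DMSO alone without agonist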
Numbers without * were called inactive.

SMILES	CHRM5 agonist	M5 PAM	M1 ag	M4 antag	CHRM5 antagonist	CHRM4 agonist	CHRM1 PAM	TAAR1 agonist	CHRM1 antagonist
CC(C)CN(CC(C)C)C(=O)CN1c2cccc3cccc(c23)S1(=O)=O	0.3	-0.6	-2.7	4.3	3.8	1.6	-1.6	-0.9	4.8
O=C(CCS(=O)(=O)c1ccccc1)Nc1cccc2c1C(=O)NC2=O	0.4	-1.3	-2.0	2.9	5.1	1.2	9.8	4.6	-8.8
O=C(CCN1C(=O)/C(=C/c2ccccc2Cl)SC1=S)N1CCCC1	-4.2	4.0	-2.9	-6.2	-2.4	1.7	-5.3	1.2	-4.7
O=C(CNc1cc(S(=O)(=O)N2CCCC2)ccc1OCC(F)(F)F)Nc1ccc(SC(F)F)cc1	-1.4	-5.4	-8.1	8.3	1.7	0.7	-3.2	-0.6	4.8
COc1ccc(-c2cn(-c3ccc(SC(F)F)cc3)c3[n+]2CCC3)cc1OC	-7.1	2.1	-10.4	0.8	3.5	0.1	-8.8	2.3	1.9
CN(Cc1ccccc1)C(=O)c1nc[nH]c1C(=O)N1CCN(c2ccccc2)CC1	2.6	8.1	-3.5	-11.3	6.9	0.3	-4.2	14.7	8.9
CCCC(=O)Nc1cc(-c2cn3cccnc3n2)ccc1OC	-1.5	-6.0	-4.9	-1.4	5.5	1.0	2.0	11.2	-2.8
CCCCCCN1C[C@H](n2cc(-c3ccc(F)cc3)nn2)[C@@H](O)C[C@@H]1c1ccc(Cl)cc1	-1.5	-7.4	-4.1	-3.4	7.4	-0.2	4.7	1.6	-9.5
CC1CN(C(=O)C(C)N2C(=O)c3ccccc3C2=O)CC(C)O1 (stereo not drawn)	1.3	1.7	-3.3	0.5	-5.1	0.1	-3.1	11.1	5.3
CN(CC(=O)NCc1ccccn1)S(=O)(=O)c1ccccc1	-1.3	4.0	-3.4	0.9	-2.4	0.8	1.0	9.2	3.5
O=C1NCC(=O)N(Cc2ccccc2)/C1=C/c1ccccc1	-3.8	-3.9	-10.9	-0.5	6.7	2.5	3.3	5.9	-3.5
CCCCN1C(=S)NC[C@@H]1Cc1ccc(O)cc1	0.9	1.0	-2.7	1.8	7.4	0.7	-0.1	10.7	11.0
COc1ccc(OC)c(C2NC(=O)CCC2[N+](=O)[O-])c1 (stereo not drawn)	-1.8	-2.5	-4.0	-4.6	15.1	0.5	14.8	0.6	-14.3
CC1CCN(C(=O)c2[nH]cnc2C(=O)N[C@@H](C)C(=O)OCc2ccccc2)CC1	1.4	-1.9	-1.1	0.6	11.2	1.0	12.2	1.3	-4.7
COC(=O)CNC(=O)c1c(C)cc(=O)oc1C	0.3	2.2	-1.3	-18.1	0.2	0.2	15.2	3.9	-26.3
Nc1nncn1C(=O)CCc1ccccc1	-2.8	8.4	-3.6	2.9	5.2	1.1	10.9	2.2	-14.1
CC12CCC(C(N)=O)(c3nc4ccccc4nc31)C2(C)C (stereo not drawn)	-1.1	-0.2	-1.0	-1.1	-8.2	1.1	1.6	-0.3	-20.6
Cc1ccc(-c2c(C(=O)N/N=C/c3ccc(C)o3)nnn2-c2nonc2N)cc1	-1.7	4.0	-3.3	15.4	5.9	2.2	0.5	42.8*	-1.2
C(=C\c1ccccc1)/C=N/N1CCN(Cc2ccccc2)CC1	-3.2	-3.5	-12.8	-21.2	0.4	2.3	10.1	9.3	-13.1
COc1ccc(OC)c(NC(=O)c2ccc(CN3CCOCC3)cc2)c1	2.6	3.5	-3.8	7.2	0.3	0.1	9.8	11.1	-6.2
Cc1nc([N+](=O)[O-])c(C(=O)OCc2ccccc2)n1C	-13.1	2.2	0.5	-9.3	-0.2	0.4	12.5	3.5	-9.9
CC[N+](CC)(CCCCS(=O)(=O)[O-])CCNP1(=O)C=C(c2ccccc2)OC(c2ccccc2)=C1	-1.6	-0.6	-2.0	-5.4	3.3	2.2	5.7	0.1	-7.8
Cn1cccc1C(=O)OCc1nc2ccccc2c(=O)[nH]1	2.0	10.7	-2.0	-4.0	-3.6	0.9	2.3	-2.4	-1.7
COC(=O)c1c(NC(=O)c2ccc(C(=O)c3ccccc3)cc2)sc2c1CC(C)(C)NC2(C)C	0.0	0.1	-4.8	-4.0	3.0	3.2	-5.5	2.0	-2.1
COC(=O)Cc1csc(Nc2c(C)n(C)n(-c3ccccc3)c2=O)n1	-2.8	-5.9	-8.8	-12.6	6.7	2.3	7.0	7.8	-8.0

Retrieved one by one from the list above, six records:
SMILES	CHRM5 agonist	M5 PAM	M1 ag	M4 antag	CHRM5 antagonist	CHRM4 agonist	CHRM1 PAM	TAAR1 agonist	CHRM1 antagonist
CCCCCCN1C[C@H](n2cc(-c3ccc(F)cc3)nn2)[C@@H](O)C[C@@H]1c1ccc(Cl)cc1	-1.5	-7.4	-4.1	-3.4	7.4	-0.2	4.7	1.6	-9.5
CC[N+](CC)(CCCCS(=O)(=O)[O-])CCNP1(=O)C=C(c2ccccc2)OC(c2ccccc2)=C1	-1.6	-0.6	-2.0	-5.4	3.3	2.2	5.7	0.1	-7.8
CN(Cc1ccccc1)C(=O)c1nc[nH]c1C(=O)N1CCN(c2ccccc2)CC1	2.6	8.1	-3.5	-11.3	6.9	0.3	-4.2	14.7	8.9
O=C(CCS(=O)(=O)c1ccccc1)Nc1cccc2c1C(=O)NC2=O	0.4	-1.3	-2.0	2.9	5.1	1.2	9.8	4.6	-8.8
C(=C\c1ccccc1)/C=N/N1CCN(Cc2ccccc2)CC1	-3.2	-3.5	-12.8	-21.2	0.4	2.3	10.1	9.3	-13.1
CN(CC(=O)NCc1ccccn1)S(=O)(=O)c1ccccc1	-1.3	4.0	-3.4	0.9	-2.4	0.8	1.0	9.2	3.5

Continued:
SMILES	CHRM5 agonist	M5 PAM	M1 ag	M4 antag	CHRM5 antagonist	CHRM4 agonist	CHRM1 PAM	TAAR1 agonist	CHRM1 antagonist
COc1cc(SC)ccc1C(=O)OCC(=O)N1CC(=O)Nc2ccccc21	1.0	1.4	-0.7	-15.7	5.2	3.4	-3.5	8.1	-0.1
COC(=O)CC1c2ccccc2S(=O)(=O)N1Cc1ccccc1 (stereo not drawn)	0.6	6.6	-4.0	-2.6	5.2	1.1	1.4	8.8	-2.5
O=C(O)CC1C(=O)NCCN1C/C=C/c1ccccc1 (stereo not drawn)	-1.0	-7.6	-2.4	-10.9	-4.8	0.7	4.5	1.1	-4.5
Cc1ccc(/C=N/n2c(COc3ccccc3)n[nH]c2=S)o1	-0.2	3.2	-5.7	5.2	-1.1	0.4	5.7	-0.2	0.1
FC(F)(F)c1cccc(-c2nnc3ccc(C(F)(F)F)cn23)c1	1.8	-2.3	-0.4	1.4	1.2	1.8	3.3	2.0	1.5
COc1ccc(C)cc1S(=O)(=O)N(CC(=O)NCc1ccco1)c1ccc(C)cc1	-4.2	-4.0	-4.5	1.2	6.2	2.1	7.6	5.2	-8.2
COc1ccc(C)cc1S(=O)(=O)N1CCCC(C(=O)N2CCOCC2)C1 (stereo not drawn)	-1.5	5.9	-1.1	-13.7	-11.3	1.7	9.4	3.9	-9.0
COc1ccc(CCNC(=O)Nc2nnc([C@H]3C[C@H](O)[C@@H](CO)O3)s2)cc1OC	-0.6	-2.2	-2.3	-10.9	6.2	-0.1	6.8	2.4	-19.8
O=C(CSc1nc2nn(-c3ccccc3)c(=O)c-2c2n1CCCCC2)Nc1ccc(OC(F)F)cc1	-3.7	-1.8	-8.8	4.7	-2.2	1.1	-3.6	-1.9	-6.5
CCCCNC(=O)c1sc2nc(C)cc(COC)c2c1-n1cccc1	-1.0	-1.9	-0.2	7.5	-0.9	-0.8	-0.5	8.3	4.3
COc1ccc(C(C)=O)cc1COC(=O)c1ccc2c(c1)OCCO2	0.4	-4.9	-3.2	-3.6	3.2	5.5	2.6	5.0	-3.3
COc1ccc(OC)c(CCNC(=O)CCCc2nnc3n(C)c(=O)c4sccc4n23)c1	-3.6	-0.6	-13.1	-3.3	14.7	1.4	-17.3	-3.8	21.9
COc1ccc(N2CCN(C(=O)CCC(=O)c3cc(C)sc3C)CC2)cc1	-3.2	-4.0	-2.9	-1.3	11.9	7.6	0.8	3.1	8.5
O=S(=O)(c1ccccc1Cl)N1CCCC1c1nc(-c2ccc(Cl)cc2)no1 (stereo not drawn)	-9.2	-2.6	0.6	-1.1	-0.2	0.3	6.4	4.6	-3.2
O=C(NC(=S)NCc1ccccc1)c1cccnc1	-4.5	-4.6	-7.1	4.2	-2.7	0.4	7.0	2.1	4.1
O=C(CSc1nnc2ccccn12)NC(=O)NC1CCCCC1	0.8	-1.5	-2.7	1.2	0.0	2.4	3.3	2.0	8.3
Cc1cc(C)cc(NC(=O)CCNS(=O)(=O)c2ccc3c(c2)oc(=O)n3C)c1	2.9	0.6	-5.0	-5.6	1.8	0.8	8.8	1.1	-4.4
Cc1ccc(C(=O)N(CCN(C)C)CC2CCCN(Cc3ccccc3F)C2)cc1C (stereo not drawn)	-8.7	6.7	-9.3	11.4	-2.2	0.8	4.2	2.8	-9.3
CC(=O)Nc1ccc(OCC(=O)N(CC(C)C)C2CCS(=O)(=O)C2)cc1 (stereo not drawn)	-0.9	-8.1	-0.1	-2.7	3.4	1.8	5.4	4.5	-1.1
O=C(O)c1ccc2c(=O)n(-c3ccccc3)c(=S)[nH]c2c1	3.2	8.4	-1.6	0.9	-0.8	0.5	11.9	3.2	-18.8
Cc1ccccc1CSCc1ccc(C(=O)NCCCN2CCOCC2)o1	1.4	-0.9	-1.9	6.5	7.7	0.2	-4.9	1.3	14.9
Cc1ccc(CNc2nc(C)cs2)cc1	-3.8	-1.7	-0.9	-4.5	7.1	0.7	19.5	1.7	-17.9
CCc1ccc(-c2nc(CS(=O)CC(=O)NCc3ccco3)c(C)o2)cc1 (stereo not drawn)	-4.6	3.9	-3.9	4.9	2.2	0.1	5.3	-1.4	-4.8
Cc1cc2nc(-c3ccccc3)c(CC(C)(C)C)n2c(C)c1Br	-4.8	0.8	-8.8	-31.8	-12.1	-0.6	-3.5	-1.2	7.6
Cc1ccc(O)c(Cn2nnc3ccccc32)c1	3.1	7.4	6.3	-5.6	4.3	4.5	4.5	15.6	2.1

The list continues:
SMILES	CHRM5 agonist	M5 PAM	M1 ag	M4 antag	CHRM5 antagonist	CHRM4 agonist	CHRM1 PAM	TAAR1 agonist	CHRM1 antagonist
Cc1cccc(Nc2nc(C)cc(C)c2C#N)c1	0.3	-2.1	1.3	8.8	7.7	-1.9	7.2	-2.6	-11.1
CC(C)C(C)(C#N)NC(=O)CSc1nc2scc(-c3ccc(F)cc3)c2c(=O)n1Cc1ccccc1 (stereo not drawn)	-2.5	-1.6	-3.3	5.5	4.4	1.2	-0.5	0.7	5.8
COC(=O)c1ccc(NC(=S)NCCCn2ccnc2)cc1	-5.1	-2.5	-14.2	1.1	-1.0	0.2	9.5	5.7	-2.0
Cc1nnc(SCC(=O)NCCC2=CCCCC2)[nH]c1=O	5.1	-5.9	-0.6	-5.2	5.1	0.1	-0.2	74.4*	-2.3
Nc1cc(Cl)nc(N/N=C/c2c(O)ccc3ccccc23)n1	-0.9	-1.9	-5.0	10.5	0.8	2.6	-3.7	3.1	11.0
CC1CCN(CCCOc2ccc(OCc3ccccc3)cc2)CC1	-11.6	-21.2	0.9	23.2	7.7	7.4	-24.8	59.1*	43.4*

Some of the compounds tested; count on the stated rates, not on these rows.
